human PMI inhibition – inhibitors of human PMI, primary screen, biochemical, fluorescence intensity, coupled assay (AID 1209); one-dose inhibition, % at 20 µM; IC50 in µM for titrated hits; purified PMI enzyme, coupled fluorescence intensity; higher % means a stronger effect; Mannose-6-phosphate isomerase (Homo sapiens); actives 0.42% (n = 190,000); in the data active = inhibition above about 50%;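 also: plate controls were DMSO vehicle for no effect and wells lacking substrate for full effect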
bCat nuc transl – modulators of beta-catenin nuclear translocation, primary screen, imaging, HeLa cells, immunofluorescence, high-content. nuclear translocation activity, % at 5 µM. actives 0.3% (n = 190,000). AID 1665, 2009;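 active = nuclear translocation activity above 50% at 5 µM, with a well cell count of 50 or more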;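 also: per-cell ratio of nuclear to cytoplasmic median beta-catenin stain intensity; plate controls were DMSO negative control for no effect and GSK-3 inhibitor IX positive control for full effect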
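Read-out: Nuclear/cytoplasmic beta-catenin signal ratio, % activation | Assay system: Human HeLa cell line | Times: 24 h compound exposure at 37°C, 5% CO2 | Signal: Fluorescence imaging of beta-catenin antibody stain plus DAPI | Dosing: 5 µM primary, 0.02–20 µM confirmation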
Insulin prom up – insulin promoter activators in MIN6 cells, imaging, high-content screening, mouse beta cells; MIN6 insulin promoter-GFP reporter; stronger effect = higher value; z-score at 5 µM; actives 0.3% (n = 190,000); AID 1625, 2009;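 active = z-score above 3 at 5 µM with at least 500 cells counted in the well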
Myeloid diff MLP – induction of myeloid progenitor differentiation, primary screen, cell-based, flow cytometry, MLPCN library; actives 1% (n = 360,000); calls only at 10 µM; ER-HoxA9 myeloid progenitors, lysozyme-GFP differentiation;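 active = normalized GFP-positive differentiation at or above the plate's own cutoff, the solvent-only control mean plus 3 SD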;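 also: cells exposed to compound for four days before flow analysis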
Hep lipid drop – inhibitors of hepatocyte lipid droplet formation, primary screen, imaging, high-throughput imaging, BODIPY stain; AML12 mouse hepatocytes, oleate lipid droplets; inhibition, % at 6.5 µM; actives 0.4% (n = 240,000); AID 1656, 2009;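 active = lipid droplet intensity inhibited by at least 50%, with more than 500 cells counted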
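Material – mouse AML12 hepatocyte cell line, fixed after treatment · Compound dosing – one dose, 6.5 µM compound · Times – compound with oleate, overnight · Measured by – Image-based BODIPY and DAPI two-channel analysis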
TNAP activation fold – human TNAP enzyme activators, primary screen, biochemical, luminescent, no phosphate acceptor, uHTS (AID 1001); Alkaline phosphatase, tissue-nonspecific isozyme (Homo sapiens); purified TNAP, luminescent activation assay, no phosphate acceptor; higher activation fold means a stronger effect; one-dose activation fold at 20 µM; EC50 in µM for titrated hits; actives 0.03% (n = 200,000); in the data active = activation fold from about 3, or a potency from the dose series; inactive = the rest, 99 in 100 with activation fold below about 1.6; also: many of its hits are not listed in these tables
MT stabilize HCS – microtubule stabilizers in HeLa cells, primary screen, imaging, high-content imaging; HeLa tubulin immunostaining HCS, 24 h; share of cells brighter than vehicle mean+2SD; actives 0.83% (n = 200,000); % tubulin-high responders, % at 10 µM; AID 2205, 2009;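 active = plate Z-score above 3 for both tubulin-high and condensed-nucleus cell shares, with cell loss under 80%, at 10 µM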;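 also: anti alpha tubulin signal scored within the nucleus-defined area of each cell; some results filed as inactive read as strong as hits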
T cell HTS – modulators of CD8 T cell-vesicle binding, primary screen, mouse 2C CD8+ T cells, flow cytometry; 2C CD8+ T cell-vesicle binding; stronger effect = lower value; calls only at 7 µM; actives 0.068% (n = 330,000); AID 2052, 2009;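 active = response, share of CD8 T cells binding vesicles, and their 90th percentile fluorescence all below set limits, cut at about 80% in these data, passing the limit was not always enough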
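Also added: QL9-peptide-loaded Drosophila micro-vesicles bearing Ld, ICAM-1 and B7-1; Test system: purified 2C TCR transgenic mouse naive CD8+ T cells; Measured by: cytometric PE anti-B7-1 and Alexa647 anti-CD8 signals after 1% paraformaldehyde fixation; Timing: binding step 1.5 h, 37 °C, antibody labelling 20 min, ice.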
Dynein transport – inhibitors of GR-EGFP nuclear translocation, primary screen, dynein cargo transport inhibitor project, imaging, high-content, 3617.4 mouse cells. test concentration mostly 20 µM; stimulated with dexamethasone, 1 µM; stronger effect = lower value. z-score, hits read low. actives 0.47% (n = 220,000);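 active = plate z-score of nuclear minus cytoplasmic receptor signal below a set negative limit, without overly bright fluorescence or cell loss, cut at about -3.5 in these data, passing the limit was not always enough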;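 also: z-score of nuclear minus cytoplasmic ring GR-EGFP intensity difference per well; some compounds called inactive have numbers as strong as hits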
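Buffer or medium – tet-free medium with charcoal-stripped serum · Signal – automated 10x imaging of fixed Hoechst-stained cells · Also added – dexamethasone agonist, 1.0 µM final, for 30 min · Incubation – induction 48 h, compound 1 h, agonist 30 min · Read-out – GR-EGFP nuclear translocation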
Dynein transport cytoplasmic EGFP – recorded beside Dynein transport, whose call it bears; z-score; measured here: cytoplasmic GR-EGFP intensity; stronger effect = higher value
Dynein transport nuclear GR-EGFP – also measured in Dynein transport; calls as there; z-score; measured here: nuclear GR-EGFP intensity;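 lower value marks the stronger effect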
Dynein transport cell count – second read-out of Dynein transport, no call of its own (marks repeat the call); z-score; measured here: cell count per field
Insulin prom up cell count – further read-out of Insulin prom up, marked with its call; cell count; measured here: cytotoxicity, nuclei count;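 total cells summed across four imaged fields per well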
Hep lipid drop cells 6.5 µM – also measured in Hep lipid drop; calls as there; cell count; measured here: cell count, cytotoxicity flag;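 cells counted across two imaged fields per well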
bCat nuc transl cell count 5 µM – also measured in bCat nuc transl; calls as there; cell count; measured here: cell count, cytotoxicity flag
T cell HTS vesicle-bound % – further read-out of T cell HTS, marked with its call; double positive events, %; measured here: CD8+ vesicle-bound cell fraction;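 binding gate set so that unloaded-vesicle control wells show 10% double positive cells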
MT stabilize HCS Hoechst-high % – also measured in MT stabilize HCS; calls as there; % Hoechst-high responders; measured here: nuclear condensation Hoechst responders;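 share of cells brighter than vehicle mean plus two SD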
MT stabilize HCS cytotoxicity % – recorded beside MT stabilize HCS, whose call it bears; toxicity, %; measured here: cytotoxicity by cell density;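 0% = mean cell density of plate MIN control wells and 100% = no cells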
Myeloid diff MLP GFP+ MAC1+ % – also measured in Myeloid diff MLP; calls as there; GFP+ MAC1+ double positive, %; measured here: differentiation confirmed by MAC1 staining
Numbers without * were called inactive; i = inactive; / = no result given. A portion of the library; count on the stated rates, not on these rows.

SMILES | human PMI inhibition | bCat nuc transl | bCat nuc transl cell count 5 µM | Insulin prom up | Insulin prom up cell count | Myeloid diff MLP | Myeloid diff MLP GFP+ MAC1+ % | Hep lipid drop | Hep lipid drop cells 6.5 µM | TNAP activation fold | MT stabilize HCS | MT stabilize HCS Hoechst-high % | MT stabilize HCS cytotoxicity % | T cell HTS | T cell HTS vesicle-bound % | Dynein transport | Dynein transport cytoplasmic EGFP | Dynein transport nuclear GR-EGFP | Dynein transport cell count
OC(C#CCN1CCOCC1)(c1ccccc1)C1CCCC1 (configuration not stated) | -20% | -3.2 | 505 | -0.24 | 1255 | i | 0.8 | / | / | 1.1 | 4.9 | 2.4 | 4.9 | i | 53 | 0.76 | 0.3 | 1.1 | -0.82
Cc1cccc(NC(=O)C(C)N2CC=C(c3ccccc3)CC2)c1 (configuration not stated) | 3% | -2.4 | 1078 | -0.18 | 1243 | i | 2.0 | 5 | 681 | 1.1 | 5.9 | 2.2 | 11 | i | 36 | -0.58 | -0.34 | -0.5 | 0.83
O=C1NC(=O)N(c2ccc3c(c2)OCO3)C(=O)/C1=C\c1ccsc1 | / | 0.5 | 1287 | / | / | i | 0.4 | 11 | 643 | / | / | / | / | i | 28 | -0.4 | -0.27 | 0.21 | 0.74
C=C(c1ccccc1)P(=O)(O)O | -8% | 1.1 | 559 | -0.03 | 1192 | i | 0.7 | -2 | 770 | 1 | 4.1 | 2.1 | 3.9 | i | 40 | 0.29 | -0.19 | 1.2 | -1
C=CCn1c(O)c(/C=N/NC(=O)CCCC)c(=O)[nH]c1=S | 20% | -3.5 | 551 | / | / | i | 0.3 | 5 | 715 | 0.5 | 2.9 | 1.6 | 0.4 | i | 49 | 0.38 | -0.2 | 1 | -2.1
CCC(=O)N1c2ccc(S(=O)(=O)CCC(=O)N3CCC4(CC3)OCCO4)cc2CC1C (configuration not stated) | -4% | 0.6 | 1333 | -1.7 | 1598 | i | 0.2 | / | / | 1.1 | 3.7 | 2.9 | 6.4 | i | 26 | -1 | -0.48 | -0.65 | 1.1
S=P(Nn1cnnc1)(c1ccccc1)c1ccccc1 | -8% | -1.1 | 1126 | 0.09 | 1321 | i | 0.2 | 2 | 676 | 1 | 5.8 | 2.4 | 11 | i | 54 | -0.41 | -0.32 | 0.062 | 1.2
O=c1[nH]c(=S)n(-c2ccccc2)c(O)c1C=NCc1ccccn1 | / | -0.6 | 1307 | -0.12 | 1118 | i | 0.1 | 12 | 789 | / | / | / | / | i | 10 | 0.48 | -0.25 | -0.097 | 0.64
CC(=NCc1ccco1)c1c(O)n(Cc2ccccc2)c(=O)[nH]c1=O | -5% | -3.6 | 1076 | -0.06 | 1301 | i | 0.0 | / | / | 1.1 | 3.4 | 2.2 | 12 | i | 41 | -0.54 | 0.64 | 0.18 | 0.68
CCN(CC)c1ccc(N=Cc2c(O)n(Cc3ccco3)c(=O)[nH]c2=O)cc1 | / | -3.8 | 1262 | 1.6 | 1439 | i | 0.5 | -2 | 717 | / | / | / | / | i | 29 | -0.97 | 5.8 | 0.51 | 0.82
O=C(O)CN1C(=O)CN=C(c2ccccn2)c2cc(Cl)ccc21 | / | -0.2 | 1311 | -0.21 | 1020 | i | 0.8 | -5 | 786 | / | / | / | / | i | 17 | 0.22 | -0.22 | -0.025 | 0.21
O=c1[nH]c(=S)n(-c2ccc(Cl)cc2)c(O)c1C=Nc1ccc(N2CCOCC2)cc1 | 4% | 3.6 | 1045 | -0.02 | 1448 | i | 0.1 | 9 | 648 | 1.1 | 3.9 | 1.3 | 3.6 | i | 59 | -0.79 | 2.5 | 0.36 | -0.33
Oc1ccc2c3c1OC1C(O)CC[C@@]4(O)[C@@H](C2)N(CC2CCC2)CC[C@]314 (some centres not stated) | 2% | -0.6 | 1077 | 0.45 | 1473 | / | / | -9 | 721 | 1.1 | / | / | / | i | 16 | / | / | / | /
C=C1C(=O)O[C@H]2[C@H]1[C@H](OC(=O)CC(=O)O[C@@H]1C[C@@H](C)[C@@H]3C=CC(=O)[C@@]3(C)[C@H]3OC(=O)C(=C)[C@H]13)C[C@@H](C)[C@H]1C=CC(=O)[C@]12C | / | -2.4 | 1193 | / | / | i | 4.5 | 22 | 726 | / | / | / | / | i | 22 | -3.3 | 0.83 | -2.4 | 0.21
O=C(NC12CC3CC(CC(C3)C1)C2)OC1CN2CCC1CC2 (configuration not stated) | / | -2.7 | 1240 | -0.29 | 1374 | i | 0.6 | 7 | 748 | / | / | / | / | i | 44 | -0.074 | -0.14 | -0.055 | 0.38

The list goes on (3 carried over from the part before).
SMILES | human PMI inhibition | bCat nuc transl | bCat nuc transl cell count 5 µM | Insulin prom up | Insulin prom up cell count | Myeloid diff MLP | Myeloid diff MLP GFP+ MAC1+ % | Hep lipid drop | Hep lipid drop cells 6.5 µM | TNAP activation fold | MT stabilize HCS | MT stabilize HCS Hoechst-high % | MT stabilize HCS cytotoxicity % | T cell HTS | T cell HTS vesicle-bound % | Dynein transport | Dynein transport cytoplasmic EGFP | Dynein transport nuclear GR-EGFP | Dynein transport cell count
Oc1ccc2c3c1OC1C(O)CC[C@@]4(O)[C@@H](C2)N(CC2CCC2)CC[C@]314 (some centres not stated) | 2% | -0.6 | 1077 | 0.45 | 1473 | / | / | -9 | 721 | 1.1 | / | / | / | i | 16 | / | / | / | /
C=C1C(=O)O[C@H]2[C@H]1[C@H](OC(=O)CC(=O)O[C@@H]1C[C@@H](C)[C@@H]3C=CC(=O)[C@@]3(C)[C@H]3OC(=O)C(=C)[C@H]13)C[C@@H](C)[C@H]1C=CC(=O)[C@]12C | / | -2.4 | 1193 | / | / | i | 4.5 | 22 | 726 | / | / | / | / | i | 22 | -3.3 | 0.83 | -2.4 | 0.21
O=C(NC12CC3CC(CC(C3)C1)C2)OC1CN2CCC1CC2 (configuration not stated) | / | -2.7 | 1240 | -0.29 | 1374 | i | 0.6 | 7 | 748 | / | / | / | / | i | 44 | -0.074 | -0.14 | -0.055 | 0.38
O=c1cccc2n1CC1CC2CN(Cc2ccc3c(c2)OCO3)C1 (configuration not stated) | -8% | -0.4 | 1148 | -0.61 | 1002 | i | 6.3 | / | / | 1.1 | 2.5 | 1.3 | 6.2 | i | 18 | 0.98 | -0.28 | 0.4 | -0.069
N#CCP(=S)(c1ccccc1)c1ccccc1 | -10% | -2.7 | 521 | -0.81 | 1284 | i | 0.2 | -4 | 681 | 1.1 | 4.1 | 2.2 | 4.7 | i | 19 | -0.18 | -0.28 | -0.33 | 0.28
CC(C)C(=O)c1cn(Cc2ccccc2C#N)c2ccccc12 | 12% | / | / | -1.1 | 1225 | i | 0.3 | -3 | 773 | 1.1 | 3.2 | 1.8 | 0.9 | i | 48 | 0.45 | -0.24 | 0.47 | 0.44
O=c1[nH]c(=S)n(-c2ccccc2F)c(O)c1C=NCc1ccco1 | -1% | / | / | 0.54 | 1454 | i | 0.6 | 5 | 522 | 1 | 1.9 | 4.5 | 12 | i | 19 | 2.3 | 0.38 | 1.4 | -1.2
COc1cccc(N2C(=O)NC(=O)/C(=C/c3ccc4c(c3)Cc3ccccc3-4)C2=O)c1 | -9% | -7.5 | 337 | / | / | i | 0.5 | -6 | 686 | 1.1 | 1.3 | 1.7 | 4.2 | i | 39 | -0.96 | -0.26 | -0.42 | 0.8
O=C(N/N=C/c1c(O)n(Cc2ccccc2)c(=O)[nH]c1=O)c1ccncc1 | / | 1.3 | 1227 | -0.06 | 1053 | i | 0.6 | 4 | 666 | / | / | / | / | i | 27 | -0.35 | -0.28 | 0.24 | 0.52
COC12C(COC(N)=O)C3=C(C(=O)C(C)=C(N)C3=O)N1CC1C2N1C (configuration not stated) | / | 0.7 | 889 | / | / | i | 2.4 | 24 | 625 | / | / | / | / | i | 58 | -0.64 | -0.24 | 0.1 | -0.077
CCC(C)n1c(O)c(C(c2ccccn2)c2c(O)n(C(C)CC)c(=S)[nH]c2=O)c(=O)[nH]c1=S (configuration not stated) | 9% | -0.3 | 1034 | 0.85 | 1783 | i | 1.5 | 4 | 657 | 0.9 | 4.3 | 1.9 | 4.7 | i | 62 | 0.22 | -0.23 | -0.09 | 0.38
O=C(c1ccc2c3c(cccc13)CC2)C1CCCN(Cc2ncc[nH]2)C1 (configuration not stated) | 6% | 1.8 | 944 | -0.28 | 1573 | i | 0.2 | -1 | 702 | 1.1 | 1.6 | 1.1 | 4.4 | i | 47 | -0.62 | -0.35 | -0.17 | 1.3
COc1ccc(C(=O)C2CCCN(Cc3ccccn3)C2)c(OC)c1 (configuration not stated) | / | 0.0 | 1515 | -0.11 | 1243 | i | 0.2 | 0 | 660 | 1 | 1.6 | 2.4 | 5.4 | i | 59 | -0.82 | -0.19 | -0.48 | -0.36
COc1ccc(C2=NCc3nnc(C)n3-c3ccc(Cl)cc32)cc1Cl | -10% | -2.5 | 516 | / | / | i | 0.7 | 6 | 671 | 1.1 | 3.8 | 1.1 | 3.5 | i | 25 | -0.17 | -0.058 | 0.32 | -0.22

Source: PubChem
